NPR2 activator – GC-B (human) receptor activation; HEK293-GC-B cells, CNP EC30, cGMP TR-FRET; 0% at EC30 CNP, 100% saturating CNP; activation, % at 10 µM; hit rate 0.11% among 370,000; AID 1920062;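 active = activation at 10 µM reaching about 35% in either raw or pattern-adjusted values, limit read from the data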
ARFGAP1 inhibitor – rat ARFGAP1 inhibition; Q62848; Arfgap1-stimulated ARF1 GTP hydrolysis, GDP FP detection; inhibition, % at 16.5 µM; hit rate 0.26% among 360,000; AID 651572;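 active = inhibition above a per-plate limit, mean inhibition of low control wells plus 3 SD, cut at about 25% in these data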;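 also: 0% = DMSO wells with enzyme and 100% = wells lacking Arfgap1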
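System: truncated rat Arfgap1 GAP domain / Benchmarks: high control wells lacking Arfgap1, low control full reaction with DMSO / Times: compound-enzyme preincubation 20 min, reaction 120 min, detection 60 min, 25 °C / Repeats: one replicate per compound / Also added: human ARF1(Δ1-17)-GTP substrate / Measured by: Tracer-displacement fluorescence polarization with EDTA stop, 620/688 nm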
ASAP1 GAP inh – inhibitors of human ASAP1 ArfGAP activity. ASAP1-stimulated ARF1 GTP hydrolysis, GDP FP detection. inhibition, % at 16.5 µM. hit rate 0.19% among 360,000; in the data active = inhibition above about 25%;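 also: 0% = vehicle with enzyme and substrate and 100% = no enzyme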
Target sequence (Q9ULH1 325-724 limits assumed): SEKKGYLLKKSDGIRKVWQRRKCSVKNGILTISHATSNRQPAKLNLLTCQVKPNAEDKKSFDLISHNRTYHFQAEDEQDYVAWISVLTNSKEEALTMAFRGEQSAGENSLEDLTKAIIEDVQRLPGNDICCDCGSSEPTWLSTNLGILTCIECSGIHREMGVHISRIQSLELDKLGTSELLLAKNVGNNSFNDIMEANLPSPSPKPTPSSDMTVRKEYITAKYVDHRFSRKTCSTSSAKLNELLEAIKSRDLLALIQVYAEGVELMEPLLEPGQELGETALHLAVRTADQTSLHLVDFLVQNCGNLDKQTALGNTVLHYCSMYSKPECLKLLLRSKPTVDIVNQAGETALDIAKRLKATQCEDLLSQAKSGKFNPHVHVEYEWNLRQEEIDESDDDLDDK
SMARCA2 act – SMARCA2 function activation, primary screen; MG213 cells, MMTV-luciferase reporter, dexamethasone, overnight; activation, % at 9.1 µM; hit rate 1% among 370,000; in the data active = activation above about 7.8%;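 also: 0% = vehicle wells and 100% = reference activator wells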
GC-A act – GC-A (human) enzyme activation | P16066 | activation, % at 10 µM | HEK293 GC-A cells, cGMP TR-FRET, EC30 ANP; 0% at EC30 ANP, 100% saturating ANP | hit rate 0.14% among 370,000; in the data active = activation above about 40%
mABHD4 FP – inhibitors of mouse ABHD4; inhibition, % at 8.92 µM; purified mABHD4, FP-Rh probe fluorescence polarization; Q8VD66; AID 720543; hit rate 0.54% among 370,000;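 active = inhibition exceeding the mean over every tested compound plus 3 SD, cut at about 30% in these data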;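 also: 0% = plate median of compound wells and 100% = S159A mutant with DMSO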
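Doses – 8.92 µM, single dose · Material – wild-type mouse ABHD4 protein · Replication – single well per compound (singlicate) · Measure – percent inhibition of probe binding, normalized to plate controls · Schedule – 45 min compound pre-incubation plus 60 min probe step, 25 °C · Detection – fluorescence polarization with parallel and perpendicular emission, 525/598 nm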
NR1D1 modulator – modulates human Rev-erb alpha binding to DNA. activity, % at 10 µM. P20393. AID 1259318. Rev-erbα–FITC-DNA binding, fluorescence polarization, 90 min. hit rate 0.79% among 370,000;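 active = activity above about 14%, limit read from the data; passing the limit was not always enough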;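 also: 0% = DMSO wells with 35 nM protein and 100% = DMSO wells with 750 nM protein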
Target sequence (P20393 whole entry, looked up): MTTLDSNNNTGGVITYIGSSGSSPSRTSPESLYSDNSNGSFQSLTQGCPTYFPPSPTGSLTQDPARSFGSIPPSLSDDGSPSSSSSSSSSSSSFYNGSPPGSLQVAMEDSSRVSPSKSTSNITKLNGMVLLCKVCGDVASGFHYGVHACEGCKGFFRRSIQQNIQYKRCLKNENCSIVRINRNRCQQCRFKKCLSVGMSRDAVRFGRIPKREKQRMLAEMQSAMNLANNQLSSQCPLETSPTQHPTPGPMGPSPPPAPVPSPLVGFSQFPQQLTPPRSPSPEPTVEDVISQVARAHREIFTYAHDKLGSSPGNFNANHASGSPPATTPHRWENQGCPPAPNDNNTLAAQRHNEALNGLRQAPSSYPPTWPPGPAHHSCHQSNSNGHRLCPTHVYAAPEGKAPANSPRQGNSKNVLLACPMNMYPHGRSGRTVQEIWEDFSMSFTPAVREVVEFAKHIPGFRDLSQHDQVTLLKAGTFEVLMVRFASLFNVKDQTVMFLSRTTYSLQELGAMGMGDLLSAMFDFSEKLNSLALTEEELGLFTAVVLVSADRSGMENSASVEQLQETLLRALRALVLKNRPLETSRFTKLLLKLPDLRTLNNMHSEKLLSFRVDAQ
rCAG binder – binds r(CAG) RNA repeats; r(CAG) RNA repeat, TO-PRO-1 dye displacement fluorescence; hit rate 1.3% among 370,000; inhibition, % at 3 µM;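 active = inhibition above the plate cutoff, the mean of all test compounds on that plate plus 3 SD, cut at about 35% in these data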;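 also: 0% = DMSO alone and 100% = 100 µM mitoxantrone as full dye displacement; higher means more dye released from RNA so lower well fluorescence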
HTRA1 inhibitor – inhibitors of human serine peptidase HTRA1; Q92743; recombinant HTRA1, FP-rhodamine activity-based probe, fluorescence polarization; inhibition, % at 5.96 µM; hit rate 0.5% among 340,000; in the data active = inhibition above about 36%;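 also: 0% = enzyme with DMSO and 100% = wells lacking enzyme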
PG9 Ab binder – PG9 antibody binding by small molecule; TR-FRET gp120-PG9 antibody binding; hit rate 0.43% among 360,000; inhibition, % at 6.7 µM; AID 624416; in the data active = inhibition above about 8.5%
Active calls of the source: *; . = no result given. Random draw from the library, and some 4.4% of all compounds hit somewhere here.

no.	molecule	NPR2 activator	ARFGAP1 inhibitor	ASAP1 GAP inh	SMARCA2 act	GC-A act	mABHD4 FP	NR1D1 modulator	rCAG binder	HTRA1 inhibitor	PG9 Ab binder
1	Cc1nn(Cc2ccc(Cl)cc2)c(C)c1NC(=O)c1ccc([N+](=O)[O-])cc1	3	0	-3	-1	1	4	2	-6	-12	-0.5
2	CC1(C)OC(=O)C(=CSc2ccc(C(C)(C)C)cc2)C(=O)O1	2	-6	-16	0	2	7	-6	-3	6	-1.2
3	CC(C)OCCCNc1nc2c(c(=O)n(Cc3ccccc3F)c(=O)n2C)n1C	-1	4	5	-5	3	4	1	-5	-5	1.5
4	O=C(CN1CCOCC1)Nc1ccc(-c2nc3ccccc3[nH]2)cc1	2	8	3	1	7	-1	-3	-1	-1	-0.5
5	CCc1nc2c(OCc3ccc(C(F)(F)F)cc3)cccn2c1N(C)C(=O)c1ccncc1	-5	2	-2	5	2	0	2	-1	.	0.7
6	CCCC1(C(=O)OCC)NC(c2ccc(N(C)C)cc2)C2C(=O)N(c3ccc(F)cc3)C(=O)C21 (configuration not stated)	7	-1	-20	0	4	-6	-1	3	3	-1.3
7	CCN=C1S/C(=C\c2ccc(O)c(OCC)c2)C(=O)N1CC	-3	3	-14	5	5	0	4	10	4	-2.1
8	O=C(CSc1ccc([N+](=O)[O-])cc1)NCC1CCCCC1	-3	11	-7	0	0	4	3	0	2	-3.6
9	Fc1ccc(CNc2ccccn2)cc1	0	-5	-8	0	-2	2	-2	0	-6	-1.5
10	O=C(N/N=C/c1cc2c(cc1Cl)OCO2)c1cccc(Br)c1	1	-9	-7	-2	-3	-3	0	0	-3	0.2
11	Cc1ccc(CSc2nnc([C@@H]3CCCN3C(=O)OC(C)(C)C)o2)cc1	4	-1	-9	-1	1	1	8	-9	-7	-0.2
12	Cc1nc(CN2C(=O)C3(CCC3)ON=C2c2cccc(Cl)c2)cs1	-13	-5	1	0	-6	-2	-3	0	.	0.8
13	CCn1nc(C)c(CNC(=O)CC2C(=O)NCCN2CC(C)(C)C)c1C (configuration not stated)	5	6	5	1	3	9	0	-1	5	-1.7
14	Cc1nc2ccccc2n1Cc1n[nH]c(=S)n1-c1ccc(Cl)cc1	-1	-8	2	3	0	5	0	4	6	-0.7
15	CCCCn1c(N)c(N(CCC(C)C)C(=O)c2sc3nc4n(c(=O)c3c2C)CCC4)c(=O)[nH]c1=O	1	-7	-7	-1	2	9	-6	-5	2	-0.5
16	COc1ccc(NC(=O)N(C)C[C@H]2Oc3ncc(Br)cc3C(=O)N([C@H](C)CO)C[C@@H]2C)cc1	-1	-9	-3	2	3	-1	2	2	4	1.5
17	COC(=O)C(NC(=O)c1ccc(F)cc1)(Nc1ncc(S(=O)(=O)c2ccc([N+](=O)[O-])cc2)s1)C(F)(F)F (configuration not stated)	5	0	1	-5	-2	-9	4	9	-17	-0.1
18	CC(Sc1nc(NC(C)(C)C)nc(N(C)C)n1)C(=O)Nc1ccccc1 (configuration not stated)	1	10	14	-3	-7	-11	-4	-3	-1	0.8
19	COc1ccc(CCc2ccc3cc(OC)ccc3n2)cc1	-3	5	11	-6	-2	-1	0	0	-14	-1.0
20	Cc1cc(C)cc(N(C(C)C(=O)Nc2c(C)n(C)n(-c3ccccc3)c2=O)S(C)(=O)=O)c1 (configuration not stated)	6	7	-4	-1	-1	0	-3	-5	5	-0.8

Looked up one by one from the entries so far:
no.	molecule	NPR2 activator	ARFGAP1 inhibitor	ASAP1 GAP inh	SMARCA2 act	GC-A act	mABHD4 FP	NR1D1 modulator	rCAG binder	HTRA1 inhibitor	PG9 Ab binder
12	Cc1nc(CN2C(=O)C3(CCC3)ON=C2c2cccc(Cl)c2)cs1	-13	-5	1	0	-6	-2	-3	0	.	0.8
20	Cc1cc(C)cc(N(C(C)C(=O)Nc2c(C)n(C)n(-c3ccccc3)c2=O)S(C)(=O)=O)c1 (configuration not stated)	6	7	-4	-1	-1	0	-3	-5	5	-0.8

Later entries
no.	molecule	NPR2 activator	ARFGAP1 inhibitor	ASAP1 GAP inh	SMARCA2 act	GC-A act	mABHD4 FP	NR1D1 modulator	rCAG binder	HTRA1 inhibitor	PG9 Ab binder
21	c1ccc(-n2c(SCc3cccc4ccccc34)nnc2-c2ccncc2)cc1	-9	.	.	-4	-9	-6	10	2	.	.
22	COC(=O)c1ccc(NC(=O)CSc2nnc(COc3c(C)cccc3C)o2)cc1	-5	2	-16	-2	3	6	4	1	5	0.1
23	CCCCN1CC(=O)N2[C@@H]3c4cc(OC)ccc4OC[C@@H]3[C@H](C(=O)OCC)[C@]2(C)C1=O	-2	5	20	0	-1	-3	-3	0	6	-1.5
24	COc1cc(NC(=O)C2(C)CCN2C(C)C)cc(OC)c1OC (configuration not stated)	5	-19	-14	-2	0	6	-6	0	.	2.0
25	CCOC(=O)C(=NO)C1=CSC2=NNC(C)(C)N12	-3	3	-24	9.2*	-2	-34	-6	32	-82	0.0
26	O=C(N/N=C/c1ccc(O)cc1)c1cc(-c2ccc3c(c2)OCO3)n[nH]1	17	26*	25	4	10	-7	3	7	-28	-3.8
27	Cc1nc2ccc(Br)cn2c1C(=O)N/N=C\c1ccccc1Cl	1	8	-10	-1	4	8	-4	-1	7	3.2
28	Cc1cccc(N(CC(=O)NC2CCCCC2)C(=O)Cn2nnc(-c3ccc(C)o3)n2)c1	-3	4	5	1	-5	-4	4	-8	-24	-2.9
29	C[C@H]1[C@@H](OC(=O)Nc2ccccc2F)CC[C@@]23CCCN2C(=O)CCC[C@@H]13	-2	.	.	.	-3	4	-2	.	.	.
30	C#CCN1C(=O)S/C(=C/c2cc(C)n(CC)c2C)C1=O	-1	6	8	7	6	-4	2	3	-3	-4.2
31	Cc1ccc(N(C(=O)CNC(=O)c2ccco2)C(C(=O)NC2CCCCC2)c2ccncc2)cc1F (configuration not stated)	-1	7	-3	-2	-4	-3	1	-4	7	0.1
32	N#CCCN1CCN(S(=O)(=O)c2ccc(S(=O)(=O)NC3CCCCC3)cc2)CC1	-3	8	6	-1	0	6	-4	3	5	-1.0
33	COCC(C)n1c(C)cc(C(=O)COC(=O)c2cnc(Cl)c(Cl)c2)c1C (configuration not stated)	2	-2	-6	0	7	2	9	-2	-11	-2.4
34	Cc1ccc(OCCSc2nnc(-c3cccs3)n2C)cc1	7	-1	0	-3	2	-1	5	-6	-7	1.0
35	COc1ccc(Cn2cccc(NC(=O)Nc3cccc(OC)c3)c2=O)cc1	-5	5	-7	-3	-3	-5	2	3	-25	-1.1
36	CCOc1ccc(Cl)cc1CNc1nnnn1C	3	0	8	0	-1	0	-4	-3	10	-0.2
37	COc1ccccc1NC(=O)COC(=O)c1cc([N+](=O)[O-])ccc1N1CCCC1	9	2	8	-4	11	-3	5	0	-22	-3.2
38	O=C(CN1CCN(c2ccc(O)cc2)CC1)Nc1cc(S(=O)(=O)N2CCCC2)ccc1Cl	1	1	3	-4	-3	18	-2	7	-18	2.8
39	N#C/C(=C\c1ccc(N2CCOCC2)o1)c1nc2ccccc2[nH]1	-1	15	20	7	10	14	-1	-46	28	-26
40	O=C(Nc1cccc(S(=O)(=O)N2CCOCC2)c1)c1ccc(N2CCCC2=O)cc1	0	0	-3	-1	-4	-4	-8	1	-3	-0.5
41	Cc1cc(CC(C)C)n(-c2nc3ccccc3c(=O)n2OCC(=O)N(C)C)n1	1	-7	-3	-1	-2	-7	-2	-12	7	1.6
42	Cc1ccc(C(=O)OCC(=O)Nc2ccc(Cl)cn2)s1	-11	0	-1	-4	2	2	1	0	4	6.0
43	CNC(=O)CSc1nccn1Cc1ccc(Cl)cc1	-1	-9	-2	-3	-2	5	-1	-2	-3	-1.1
44	CC(=O)O[C@@H]1[C@@]2(C)O[C@H]2CC[C@]23O[C@H]2[C@H](OC3=O)C2=C(C)C(=O)O[C@@]21O	0	7	20	-1	-1	10	0	5	-5	-1.1
45	Cc1cccc(C(=O)NNC(=O)c2ccccc2O)c1	0	2	-6	8	4	-1	-2	0	14	-1.3
46	O=C(N/C(=C\c1ccc([N+](=O)[O-])cc1)C(=O)N1CCOCC1)c1ccccc1	-1	3	0	-2	3	7	-4	-6	3	-0.4
47	CCOC(=O)c1cnc2ccc(Br)cc2c1NCCCN1CCOCC1	-5	13	2	3	3	-4	6	-6	3	-0.4
48	Cc1nn(C)cc1CN1CCC(n2nccc2NC(=O)CCCc2ccccc2)CC1	5	6	-8	-3	5	-3	8	-8	-4	-2.8
49	O=C(N/N=C\c1ccc(OC(=O)c2ccco2)cc1)c1ccc(Cl)cc1	0	7	6	-2	1	5	-4	-3	1	0.4
50	CCc1nc2c(OCC(=O)C(C)(C)C)cccn2c1N(C)C(=O)CC(C)C	4	-5	-2	-2	0	3	-3	-3	.	-0.6
51	CCOC(=O)c1c(C)[nH]c(C(=O)N/N=C/c2ccc(Br)cc2)c1C	-5	3	5	-3	-4	-20	-7	7	-24	1.5
52	COc1ccc(/C=C/CN2CCC(n3nccc3NC(=O)C3CCCC3)CC2)cc1	-1	-6	2	-2	-2	-4	0	-6	-9	-0.7
53	COc1cc(CN(C(C)=O)c2ccccc2C(=O)O)ccc1[N+](=O)[O-]	3	10	11	-4	2	2	0	2	-3	-1.4
54	O=C(NC(=S)NC1C2CC3CC(C2)CC1C3)c1ccccc1 (configuration not stated)	-11	3	-1	-1	0	-13	1	-2	-13	0.8
55	CCOc1cc(C=O)ccc1OS(=O)(=O)c1ccc(NC(C)=O)cc1	-1	-4	6	-1	-2	-7	1	6	-18	7.2
56	Cc1cccnc1NC(=S)NCc1ccco1	1	-4	-7	-1	2	0	2	-3	2	-0.8
57	O=C(c1cc(Cl)cc(Cl)c1)N1CCC(Oc2cccnc2)CC1	2	.	.	-1	0	1	2	-2	.	.
58	Cc1ccc(/C=C2\SC(N3CCCC3)=NC2=O)cc1	-3	-6	-3	2	-1	0	-2	2	.	-2.7
59	COc1ccc(Cl)cc1S(=O)(=O)Oc1ccc(NC(C)=O)cc1	-2	-2	-1	-4	-3	7	0	1	-4	0.1
60	COc1ccc(C(C(=O)NC(C)(C)C)n2c(=O)c(-c3ccco3)nc3ccccc32)cc1 (configuration not stated)	-16	-10	11	-6	-10	-16	8	28	.	2.1
61	Cc1ccc(S(=O)(=O)N2CCN(CC(=O)NC3CCCc4ccccc43)CC2)c(C)c1 (configuration not stated)	-1	9	11	-1	-2	-3	3	-8	-14	-1.0
62	CC(=O)Nc1cccc(NC(=O)CSc2nc3ccccc3o2)c1	3	-10	4	-2	0	4	-1	8	-2	2.5
63	CCC(C)N1C(=O)/C(=C/c2c(NCCCOC(C)C)nc3c(C)cccn3c2=O)SC1=S (configuration not stated)	-3	4	3	0	-1	-8	22	-4	-6	1.9
64	Cc1ccc(C(=O)c2ccc([N+](=O)[O-])cc2)cc1C	-3	-2	-9	-2	-2	0	0	-3	-1	0.2
65	COc1cc2c(cc1OC)C(c1ccc(N(C)C)cc1)NCC2 (configuration not stated)	-1	0	23	0	-1	4	0	2	-1	0.4
66	COc1ccccc1NC(=O)CSc1nc2nc(C)cc(C)c2c(=O)[nH]1	1	0	5	0	1	2	-2	3	-3	-0.2
67	[O-][N+](=Cc1ccccc1)CC1(O)CCCCC1	-1	12	-2	1	1	3	-2	0	2	-2.3
68	Oc1c(Br)cc(Cl)cc1C=Nc1ccc(N2CCOCC2)cc1	-16	1	11	-2	0	16	3	6	.	-4.7
